Screens: PubChem BioAssay, National Center for Advancing Translational Sciences (NCATS)
Glioma ERSR ind = qHTS for Inducers of the Endoplasmic Reticulum Stress Response (ERSR) in Human Glioma: qHTS; U87-MG GRP78 promoter luciferase reporter, 16 h; Potency, µM, for inactives: at the highest dose activation, hits mostly activators; 420,000 tested, 0.02% active; also: potency is read from the fitted curve at half-maximal effect; series mostly up to about 76 µM; % of control where 0% means no effect; nearly all actives have a fitted effect of over 35% in size
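ERSR induction read as luciferase luminescence (Bright-Glo, 10 min at room temperature) in stably transfected human U87-MG glioma cells exposed to compounds for 16 h, using GRP78 as sensor.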
Vif-A3F inh = qHTS for Inhibitors of Vif-A3F Interactions: qHTS. Potency, µM (titrated, usually from 46.1 µM), inactives show top-dose activity, negative = active. HeLa A3F-eYFP + Vif (tagged APOBEC3F with the HIV-1 protein that degrades it), YFP fluorescence increase. 390,000 tested, 0.2% active. AID 602313, 2012; also: potency is read from the fitted curve at half-maximal effect; % of control where 0% means no effect; nearly all actives have a fitted effect of over 65% in size
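Fluorescence increase (Ex 488/Em 500-530) after overnight compound treatment at 37 deg C flags inhibition of Vif-driven A3F-eYFP loss in stable HeLa A3F-eYFP/Vif cells seeded overnight beforehand.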
Vif-A3G inh = qHTS for Inhibitors of Vif-A3G Interactions: qHTS | DNA dC->dU-editing enzyme APOBEC-3G (Homo sapiens), Q9HC16 | HeLa A3G-eYFP + Vif (tagged APOBEC3G with the HIV-1 protein that degrades it), YFP fluorescence, overnight | Potency, µM (series often up to 46.1 µM), for the others: at the highest dose activity, negative = active, most hits filed as inhibitors | 410,000 tested, 0.076% active;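 also: potency is read from the fitted curve at half-maximal effect; % is scaled to controls: 0 for no effect and ±100 for the full control effect; nearly all actives have a fitted effect of over 60% in size; hits raise eYFP signal because A3G escapes Vif-driven loss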
Target sequence (Q9HC16 whole entry, looked up): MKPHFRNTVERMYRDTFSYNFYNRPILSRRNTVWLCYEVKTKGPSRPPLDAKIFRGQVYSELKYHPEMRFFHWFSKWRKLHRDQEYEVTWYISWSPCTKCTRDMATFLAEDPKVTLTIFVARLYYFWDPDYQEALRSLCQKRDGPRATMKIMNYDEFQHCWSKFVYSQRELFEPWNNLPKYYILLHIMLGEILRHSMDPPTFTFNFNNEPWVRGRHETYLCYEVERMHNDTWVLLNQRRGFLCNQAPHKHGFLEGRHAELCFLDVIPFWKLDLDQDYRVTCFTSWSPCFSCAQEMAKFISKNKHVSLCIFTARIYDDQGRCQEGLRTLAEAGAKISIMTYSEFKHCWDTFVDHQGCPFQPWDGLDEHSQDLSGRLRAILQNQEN
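HeLa cells stably expressing Vif and C-terminally eYFP-tagged A3G, seeded overnight at 37 deg C, then exposed to compound by pintool overnight at 37 deg C. Rise in yellow fluorescence (Ex 488/Em 500-530, Acumen) marks blocked Vif-driven A3G degradation.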
TrxR1 substrate = qHTS Assay for Substrates of Mammalian Selenoprotein Thioredoxin Reductase 1 (TrxR1): qHTS | Thioredoxin reductase 1, cytoplasmic (Rattus norvegicus), O89049 | purified TrxR1 substrate turnover, NADPH consumption readout | Potency, µM (doses to about 114 µM), without a hit: at the top dose activity change, negative = substrate turnover | 390,000 tested, 0.01% active | AID 588456, 2011; also: potency is read from the fitted curve at half-maximal effect; % is scaled to controls: 0 for no effect and ±100 for the full control effect; nearly all actives have a fitted effect of over 50% in size
Target sequence (O89049 whole entry, looked up): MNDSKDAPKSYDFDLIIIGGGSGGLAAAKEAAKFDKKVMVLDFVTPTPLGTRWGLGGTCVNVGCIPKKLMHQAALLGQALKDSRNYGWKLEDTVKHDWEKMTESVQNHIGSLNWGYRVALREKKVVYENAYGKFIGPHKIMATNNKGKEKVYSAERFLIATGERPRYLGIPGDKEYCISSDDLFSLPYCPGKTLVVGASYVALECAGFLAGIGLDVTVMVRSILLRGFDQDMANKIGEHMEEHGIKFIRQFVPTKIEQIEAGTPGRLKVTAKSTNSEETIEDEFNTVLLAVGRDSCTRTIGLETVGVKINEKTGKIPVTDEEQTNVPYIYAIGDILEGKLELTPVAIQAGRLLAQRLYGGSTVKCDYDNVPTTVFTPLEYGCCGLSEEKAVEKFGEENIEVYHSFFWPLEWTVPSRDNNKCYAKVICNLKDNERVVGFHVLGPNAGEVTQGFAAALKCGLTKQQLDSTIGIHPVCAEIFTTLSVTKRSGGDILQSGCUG
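Rat TrxR1, dispensed at 90 nM, was prereduced with 400 uM NADPH (final) for 5 min at ~22 deg C, then incubated with compound 15 min before 400 uM selenite. A first-read NADPH fluorescence drop versus no-compound background flagged substrates.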
USP1 inh = Inhibitors of USP1/UAF1: Primary Screen; Ubiquitin carboxyl-terminal hydrolase 1 (Homo sapiens), O94782; recombinant USP1/UAF1, Ub-Rhodamine cleavage fluorescence; Potency, µM (doses to about 57.1 µM), for the others: at the highest dose activity change, negative = inhibition, usual class: inhibitors; 390,000 tested, 0.23% active; AID 743255, 2014; also: potency is read from the fitted curve at half-maximal effect; % is scaled to controls: 0 for no effect and ±100 for the full control effect; nearly all actives have a fitted effect of over 60% in size; inactives centre near -12
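1 nM enzyme complex + cpd, 15 min RT; start with Ub-Rho 150nM final; kinetic fluorescence ex 480/em 540, 6 reads q60 s. Buffer 50mM HEPES pH 7.8, 0.5mM EDTA, 0.1 mg/ml BSA, 1mM TCEP, 0.01% Tween-20.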
mIDH1 inhibitor = qHTS for Inhibitors of mutant isocitrate dehydrogenase 1 (IDH1): qHTS; Isocitrate dehydrogenase [NADP] cytoplasmic (Homo sapiens), O75874; Potency, µM (highest dose often 76.6 µM), without a hit: top-dose activity change, negative = inhibition, usual class: inhibitors; IDH1-R132H enzyme, NADPH consumption, diaphorase/resazurin fluorescence; 390,000 tested, 0.093% active; also: potency is read from the fitted curve at half-maximal effect; % is scaled to controls: 0 for no effect and ±100 for the full control effect; nearly all actives have a fitted effect of over 65% in size
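IDH1-R132H (0.5 ug/mL dispensed) in pH 7.5 Tris buffer was preincubated 30 min with compound, then given a substrate mix of 0.016 mM NADPH and 2 mM alpha-KG for 80 min at room temperature; remaining NADPH was read by diaphorase/resazurin fluorescence.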
RXFP1 agonist = qHTS Assay for Agonists of the Relaxin Receptor RXFP1 | 370,000 tested, 0.3% active | Potency, µM (highest dose often 57.5 µM), for the others: at the highest dose activation, actives largely listed as activators | Relaxin receptor 1 (Homo sapiens), Q9HBX9 | HEK293T-RXFP1 cAMP TR-FRET, 30 min; response scale: percent of porcine relaxin response, buffer zero; also: potency is read from the fitted curve at half-maximal effect; % is scaled to controls: 0 for no effect and ±100 for the full control effect; nearly all actives have a fitted effect of over 60% in size; many of its hits are not listed in these tables
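cAMP rise read by TR-FRET after 30 min, 37C compound exposure (up to 58 uM) in RXFP1-transfected HEK293 cells with Ro 20174 present. EC50 from Hill-equation fits, with 29 nM porcine relaxin as 100% and buffer as basal.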
LDHA block = qHTS assay for inhibitors of human lactate dehydrogenase. activity change, % (values are at about 110 or 230 µM). L-lactate dehydrogenase A chain (Homo sapiens), P00338. 480,000 tested, 0.15% active. purified LDHA, NADH/diaphorase-resazurin fluorescence; active compounds read low; in the data active = activity change below about -30%; inconclusive = mostly about -25% to -30%;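 also: plate controls were DMSO wells for no effect and wells without enzyme for full effect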
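Remaining NADH was detected by diaphorase (0.133 mg/mL) converting 37 µM resazurin to fluorescent resorufin, read at 0 and 20 minutes. The preceding 5-minute room-temperature reaction used 2 nM LDHA, 0.2 mM sodium pyruvate and 0.06 mM NADH at pH 7.4.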
PI4K2A inh = qHTS for small molecular inhibitors of PI4K2A; 420,000 tested, 0.13% active; Phosphatidylinositol 4-kinase type 2-alpha (Homo sapiens), Q9BTU6; activity change, negative = inhibition, % at 76.9 µM; purified PI4K2A, ADP-Glo luminescence, 1 h; active compounds read low; in the data active = activity change below about -50%; inconclusive = mostly about -30% to -49%;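 also: -100% = wells without enzyme as full effect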
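Compounds are screened against recombinant PI4K2A using PI as substrate and ATP, the latter dispensed at 300 microM. Reactions run one hour at ambient temperature before ADP-Glo detection; full inhibition defined by wells lacking enzyme.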
The depositor's hits bear a star; [ ] = dose if it differs, or a comment. Unless noted, calls follow the shape of the dose curve; as a rule, active = well fitted curve in the direction sought with a large enough effect; inconclusive = small, poorly fitted or top-dose-only effect, or another doubt; inactive = no such curve, though single readings can be large; an effect the other way counts as inactive or inconclusive. A portion of the library. The share of hits here may be higher or lower than overall.

What do the screens show for `CC1=C(C(=O)N2CCc3ccccc32)C2(CCC(C)CC2)OC1=O` (stereo not drawn)?
Glioma ERSR ind: -2%; Vif-A3F inh: -5%; Vif-A3G inh: -1%; TrxR1 substrate: -6%; USP1 inh: -13%; mIDH1 inhibitor: 0%; RXFP1 agonist: -0.2%; LDHA block: 0; PI4K2A inh: -1

What do the screens show for `O=C(NNC(=O)c1ccccn1)c1cccc([N+](=O)[O-])c1`?
Glioma ERSR ind: 6%; Vif-A3F inh: 6%; Vif-A3G inh: -4%; TrxR1 substrate: 9%[57.1 µM]; USP1 inh: -13%; mIDH1 inhibitor: 10%; RXFP1 agonist: 0.8%; LDHA block: 6; PI4K2A inh: -6

Results for Cc1cccc(C)c1NC(=O)COC(=O)c1ccc(N2CCCC2)c([N+](=O)[O-])c1 ?
Glioma ERSR ind: -3%; Vif-A3F inh: 3%; Vif-A3G inh: -6%; TrxR1 substrate: 4%; USP1 inh: -19%; mIDH1 inhibitor: -3%; RXFP1 agonist: -0.3%; LDHA block: -11; PI4K2A inh: 0

How did COc1cc(/C=C(\C#N)c2nc3ccccc3[nH]2)c([N+](=O)[O-])cc1OCc1ccccc1 do in these assays?
Glioma ERSR ind: 1%; Vif-A3F inh: 3%; Vif-A3G inh: -5%; TrxR1 substrate: -9%; USP1 inh: -16%; mIDH1 inhibitor: 1%; RXFP1 agonist: 2.0%; LDHA block: 1; PI4K2A inh: 6

How did Nc1ccc2nc(-c3ccc(N)c(Cl)c3)[nH]c2c1 do in these assays?
Glioma ERSR ind: -7%; Vif-A3F inh: 4%; Vif-A3G inh: 2%; TrxR1 substrate: 251%[activator]; USP1 inh: -31%; mIDH1 inhibitor: 5%; RXFP1 agonist: 5.7%; LDHA block: 4; PI4K2A inh: -3

What do the screens show for `CCN1CCN(c2ccc(S(=O)(=O)N3CCCCC3)cc2NC(=O)COc2ccc(Cl)cc2)CC1`?
Glioma ERSR ind: -4%; Vif-A3F inh: 1%; Vif-A3G inh: 0%; TrxR1 substrate: 4%; USP1 inh: -8%; mIDH1 inhibitor: 1%; RXFP1 agonist: 0.1%; LDHA block: -8; PI4K2A inh: -2

How did O=C(Nc1ccc(S(=O)(=O)Nc2nccs2)cc1)C1CCCCC1 do in these assays?
Glioma ERSR ind: -3%; Vif-A3F inh: 1%; Vif-A3G inh: 0%; TrxR1 substrate: 9%[57.1 µM]; USP1 inh: -6%; mIDH1 inhibitor: 9%; RXFP1 agonist: 0.2%; LDHA block: -7; PI4K2A inh: -1

How did COc1ccccc1-c1cc(C2CC2)nc(N)c1C#N do in these assays?
Glioma ERSR ind: 3%; Vif-A3F inh: -6%; Vif-A3G inh: -4%; TrxR1 substrate: 35%; USP1 inh: -9%; mIDH1 inhibitor: 8%; RXFP1 agonist: 2.5%; LDHA block: -5; PI4K2A inh: 1

Results for Cn1nc(-c2ccc(Cl)cc2)c2cc(C(=O)N3CCN(c4ccccn4)CC3)sc21 ?
Glioma ERSR ind: 1%; Vif-A3F inh: -5%; Vif-A3G inh: 2%; TrxR1 substrate: -5%; USP1 inh: -16%; mIDH1 inhibitor: -1%; RXFP1 agonist: 4.7%; LDHA block: -11; PI4K2A inh: -3

Results for Cc1cccc(OCCC(=O)Nc2ccc(C)c(S(=O)(=O)N3CCCCC3)c2)c1 ?
Glioma ERSR ind: -2%; Vif-A3F inh: -7%; Vif-A3G inh: -1%; TrxR1 substrate: -4%; USP1 inh: -20%; mIDH1 inhibitor: 5%; RXFP1 agonist: -0.2%; LDHA block: 2; PI4K2A inh: -3

Results for CC(=O)Nc1ccc(S(=O)(=O)Nc2ccccc2C(=O)N2CCOCC2)cc1 ?
Glioma ERSR ind: inconclusive; Vif-A3F inh: 12%; Vif-A3G inh: -5%; TrxR1 substrate: 1%; USP1 inh: 0%; mIDH1 inhibitor: 3%; RXFP1 agonist: 2.9%; LDHA block: -5; PI4K2A inh: 5

Results for O=S(=O)(Nc1ccc(Br)cc1)c1cccc(NS(=O)(=O)c2cccs2)c1 ?
Glioma ERSR ind: -6%; Vif-A3F inh: 2%; Vif-A3G inh: -14%; TrxR1 substrate: -7%; USP1 inh: -12%; mIDH1 inhibitor: 4%; LDHA block: -6; PI4K2A inh: 6

Results for Cc1ccc(C(=O)COc2cccc(NC(=O)c3ccco3)c2)cc1 ?
Glioma ERSR ind: 1%; Vif-A3F inh: 6%; Vif-A3G inh: -5%; TrxR1 substrate: 5%[57.1 µM]; USP1 inh: -18%; mIDH1 inhibitor: 2%; RXFP1 agonist: 1.4%; LDHA block: -11; PI4K2A inh: 1

How did O=C(COc1ccccc1)N1CCN(c2ccc([N+](=O)[O-])c(N3CCCCC3)c2)CC1 do in these assays?
Glioma ERSR ind: -2%; Vif-A3F inh: -7%; Vif-A3G inh: 2%; TrxR1 substrate: 3%; USP1 inh: -10%; mIDH1 inhibitor: -1%; RXFP1 agonist: -0.8%; LDHA block: -2; PI4K2A inh: -1

Results for COc1ccc(C(=O)NC(NC(=O)c2ccc(OC)cc2)c2ccccc2F)cc1 ?
Glioma ERSR ind: -5%; Vif-A3F inh: 3%; Vif-A3G inh: 2%; TrxR1 substrate: 4%[57.1 µM]; USP1 inh: inconclusive; mIDH1 inhibitor: -8%; RXFP1 agonist: 2.7%; LDHA block: -6; PI4K2A inh: -3

How did CC1=CC(C)C2(COC(c3ccc[n+](C)c3)OC2)C(C)C1 (stereo not drawn) do in these assays?
Glioma ERSR ind: 1%; Vif-A3F inh: -8%; Vif-A3G inh: 0%; TrxR1 substrate: 1%; USP1 inh: -14%; mIDH1 inhibitor: -3%; RXFP1 agonist: -3.3%; LDHA block: -20; PI4K2A inh: -2

Results for CCOC(=O)c1csc(Nc2nc3ccc(F)cc3s2)n1 ?
Glioma ERSR ind: -4%; Vif-A3F inh: -11%; Vif-A3G inh: 0%; TrxR1 substrate: 7%[57.1 µM]; USP1 inh: -7%; mIDH1 inhibitor: 7%; RXFP1 agonist: 5.1%; LDHA block: -6; PI4K2A inh: 0

How did Cc1[nH]c2ccccc2c1C(=O)CN1CCSCC1 do in these assays?
Glioma ERSR ind: -5%; Vif-A3F inh: 1%; Vif-A3G inh: 1%; TrxR1 substrate: 6%; USP1 inh: -6%; mIDH1 inhibitor: -1%; RXFP1 agonist: -0.5%; LDHA block: 2; PI4K2A inh: -11

Results for COc1ccc(S(=O)(=O)N2CCOCC2)cc1NC(=O)c1ccc2c(c1)OCO2 ?
Glioma ERSR ind: -2%; Vif-A3F inh: 1%; Vif-A3G inh: -8%; TrxR1 substrate: -5%; USP1 inh: -6%; mIDH1 inhibitor: 5%; RXFP1 agonist: 0.5%; LDHA block: -4; PI4K2A inh: 2

How did C1CCCC(NC2=NCCO2)CCC1 do in these assays?
Glioma ERSR ind: -7%; Vif-A3F inh: -5%; Vif-A3G inh: 0%; TrxR1 substrate: 11%[57.1 µM]; USP1 inh: -24%; mIDH1 inhibitor: 7%; RXFP1 agonist: 0.0%; LDHA block: -1; PI4K2A inh: 0

Grouped by structure: the entries above with a thiophene ring, fused or not.
Results for Cn1nc(-c2ccc(Cl)cc2)c2cc(C(=O)N3CCN(c4ccccn4)CC3)sc21 ?
Glioma ERSR ind: 1%; Vif-A3F inh: -5%; Vif-A3G inh: 2%; TrxR1 substrate: -5%; USP1 inh: -16%; mIDH1 inhibitor: -1%; RXFP1 agonist: 4.7%; LDHA block: -11; PI4K2A inh: -3

Results for O=S(=O)(Nc1ccc(Br)cc1)c1cccc(NS(=O)(=O)c2cccs2)c1 ?
Glioma ERSR ind: -6%; Vif-A3F inh: 2%; Vif-A3G inh: -14%; TrxR1 substrate: -7%; USP1 inh: -12%; mIDH1 inhibitor: 4%; LDHA block: -6; PI4K2A inh: 6
